Assay outcomes: PubChem, The Scripps Research Institute Molecular Screening Center
MITF inh – MITF inhibitors, primary screen, biochemical, AlphaScreen, human | AlphaScreen MITF homodimerization, bead proximity signal | actives 0.91% (n = 650,000) | inhibition, % at 2.6 µM | Microphthalmia-associated transcription factor (Homo sapiens), O75030; in the data active = inhibition above about 50%;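 also: 0% = vehicle wells with protein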
Target sequence (O75030 whole entry, looked up): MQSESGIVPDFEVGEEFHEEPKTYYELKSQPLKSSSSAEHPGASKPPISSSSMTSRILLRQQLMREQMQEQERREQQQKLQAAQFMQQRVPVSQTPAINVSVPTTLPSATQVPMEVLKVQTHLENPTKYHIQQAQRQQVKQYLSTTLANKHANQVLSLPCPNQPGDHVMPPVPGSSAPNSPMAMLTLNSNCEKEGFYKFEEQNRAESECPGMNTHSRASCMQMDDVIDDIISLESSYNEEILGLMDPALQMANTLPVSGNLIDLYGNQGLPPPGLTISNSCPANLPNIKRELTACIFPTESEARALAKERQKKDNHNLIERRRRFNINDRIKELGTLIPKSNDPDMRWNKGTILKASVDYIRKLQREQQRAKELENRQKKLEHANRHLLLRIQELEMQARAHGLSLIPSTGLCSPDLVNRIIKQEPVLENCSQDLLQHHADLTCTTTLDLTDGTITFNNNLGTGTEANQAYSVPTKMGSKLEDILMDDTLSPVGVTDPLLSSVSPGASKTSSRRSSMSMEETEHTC
TEAD-YAP block – TEAD-YAP interaction inhibition, primary screen, TEAD-YAP interaction inhibitor project, luminescence, HEK-TIYL cells; actives 1.4% (n = 640,000); inhibition, % at 9.12 µM; TEAD-Gal4/YAP UAS-luciferase luminescence; in the data active = inhibition above about 32%;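 also: 0% = median of test compound wells and 100% = reference inhibitor wells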
FBW7 activator – FBW7 E3 ligase activators, primary screen, biochemical, AlphaScreen, human; actives 0.13% (n = 650,000); normalized activity (activation), % at 26.1 µM; AlphaScreen FBW7–phospho-cyclin E peptide binding, activator screen; in the data active = normalized activity above about 1.9%;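 also: purified mutant Fbw7 with reduced substrate affinity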
GPR151 activ – activators of human GPR151, primary screen, cell-based, PathHunter beta-arrestin, luminescence | PathHunter beta-arrestin GPR151 cells | actives 1% (n = 650,000) | activation, % at 11.2 µM | G-protein coupled receptor 151 (Homo sapiens), Q8TDV0 | AID 1508602, 2020; in the data active = activation above about 4.9%;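 also: 0% = median of compound wells and 100% = cells with positive control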
Target sequence (Q8TDV0 whole entry, looked up): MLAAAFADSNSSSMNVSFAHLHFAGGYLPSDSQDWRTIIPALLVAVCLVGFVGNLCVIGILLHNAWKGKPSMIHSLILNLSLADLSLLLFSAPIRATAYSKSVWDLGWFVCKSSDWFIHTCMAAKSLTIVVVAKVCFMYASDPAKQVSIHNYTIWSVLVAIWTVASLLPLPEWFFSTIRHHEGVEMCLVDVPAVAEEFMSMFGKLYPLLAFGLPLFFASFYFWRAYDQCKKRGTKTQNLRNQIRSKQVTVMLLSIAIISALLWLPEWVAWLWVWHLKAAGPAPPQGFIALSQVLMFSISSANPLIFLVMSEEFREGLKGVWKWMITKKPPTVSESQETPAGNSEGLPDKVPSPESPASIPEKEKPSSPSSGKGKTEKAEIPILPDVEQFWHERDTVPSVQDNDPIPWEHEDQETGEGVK
* hit, by the source's call; & = joins results of further samples.

1) O=C(Cn1ncc2c(Cl)cccc21)NCCc1ccccc1
2) NCCCC[C@H](N[C@@H](CCc1ccccc1)C(=O)O)C(=O)N1CCC[C@H]1C(=O)O
3) COC(=O)C(NNc1ccccc1)(NC(=O)c1ccccc1F)C(F)(F)F (centres undefined)
4) Cc1ccc(C(=O)N/C(=C/c2cccc([N+](=O)[O-])c2)C(=O)NC2CCCCC2)cc1
5) CCCN1C(=O)/C(=c2\sc3n(c2=O)C(c2ccc(OC(C)=O)cc2)C(C(=O)OCC)=C(C)N=3)c2ccccc21 (centres undefined)
6) O=C(c1ccc(Cl)cc1[N+](=O)[O-])N1CCN(c2cccc(Cl)c2)CC1
7) Cc1nonc1NC(=O)CSc1nc2c(C)ccc(C)c2cc1C#N
8) O=C1[C@@H]2C[C@H](NCc3ccccc3)CN2C(=O)[C@H]2CCCN12
9) N#Cc1ccc(S(=O)(=O)Nc2cc(Cl)ccc2Cl)cc1
10) O=C(NCc1ccco1)c1cccc(-c2nnc(-c3ccccc3)o2)c1

screen / no.	1	2	3	4	5	6	7	8	9	10
MITF inh	8	-17&10	5	0	36	20	5	3	3	-7
TEAD-YAP block	5	-4	-3	7	2	15	1	-18	15	-5
FBW7 activator	0.1	0.0&0.1	-0.1	0.1	0.5	0.5	0.5	0.0	0.3	-0.1
GPR151 activ	0.2	0.3&-1.2	-1.6	1.4	-0.5	1.4	4.2	-0.6	0.6	-0.6

11) COc1ccc(-c2cc3nc(C)c(CCC(=O)N4CCCC4)c(C)n3n2)c(OC)c1
12) CN(C)c1ccc(C(O)Cc2nc3ccccc3n2C)cc1 (centres undefined)
13) COc1ccc(CCn2c(=S)[nH]c3ccc(Cl)cc3c2=O)cc1OC
14) CCN1/C(=C(\C#N)c2nc(C#N)c(C#N)nc2N2CCOCC2)Nc2ccccc21
15) O=c1c2cn[nH]c2nc(SCc2ccc(C(F)(F)F)cc2)n1-c1cccc(C(F)(F)F)c1
16) COc1ccccc1CCNC(=O)C1(C)CC1(Cl)Cl (centres undefined)
17) CC(C)(C)C(=O)COC(=O)Cc1ccc(Br)cc1
18) CCCC(C)NS(=O)(=O)c1cc(C)ccc1C (centres undefined)
19) COc1ccccc1C(=O)N/C(=C\c1ccc2c(c1)OCO2)C(=O)OC(C)C
20) CCOC(=O)c1c(C)[nH]c(C(=O)N/N=C\c2ccccc2O)c1C

screen / no.	11	12	13	14	15	16	17	18	19	20
MITF inh	-4	-9	-5	5	-9	5	-6	-10	25	-1
TEAD-YAP block	6	95*	-1	2	-5	-1	7	-7	-8	35*
FBW7 activator	0.1	0.0	0.0	0.1	0.1	0.2	0.0	0.2	0.1	-0.2
GPR151 activ	1.1	-9.0	1.0	0.3	1.2	-0.5	0.5	-1.3	-0.2	-0.3

21) N#CCCN(C(=O)COC(=O)c1ccc(Cl)c(N)c1)c1ccccc1
22) COc1ccccc1N(C)C(=O)Cn1c(=O)oc2cc(S(=O)(=O)N3CCCC3)ccc21
23) Cc1ccc(-c2csc3[nH]c(=S)n(-c4ccccc4)c(=O)c23)cc1
24) Cc1cc(C)cc(-n2nnn(C3C/C(=N/NC(N)=S)C4OCC3O4)c2=S)c1 (centres undefined)
25) CC(C)COc1ccc(C(=O)N2N=C(C(F)F)CC2(O)C(F)F)cc1 (centres undefined)
26) CCCn1c(=O)c2c(nc3n(-c4cccc(C)c4)c(C)cn23)n(C)c1=O
27) CCOc1cc(/C=N/OC(C)=O)ccc1OC(=O)c1ccc([N+](=O)[O-])cc1
28) COC(=O)CNC(=O)c1sc2ncn(CC(=O)N3CCCCC3)c(=O)c2c1C
29) Cc1ccc([N+](=O)[O-])cc1S(=O)(=O)Nc1ccc(-c2ccccc2)cc1
30) O=C(CC12CC3CC(CC(Br)(C3)C1)C2)OCC(=O)N1CCOCC1

screen / no.	21	22	23	24	25	26	27	28	29	30
MITF inh	7	8	10	5	-3	5	4	2	8	-1
TEAD-YAP block	5	7	-4	3	8	6	1	4	-4	11
FBW7 activator	0.1	-0.1	0.0	-0.1	0.6	0.0	0.1	0.1	0.1	0.1
GPR151 activ	0.3	0.4	-0.4	1.1	0.2	-1.5	-0.6	0.5	0.4	-0.3

Reformatted bar-delimited: 4 of the compounds above.
entry | mol | MITF inh | TEAD-YAP block | FBW7 activator | GPR151 activ
29 | Cc1ccc([N+](=O)[O-])cc1S(=O)(=O)Nc1ccc(-c2ccccc2)cc1 | 8 | -4 | 0.1 | 0.4
23 | Cc1ccc(-c2csc3[nH]c(=S)n(-c4ccccc4)c(=O)c23)cc1 | 10 | -4 | 0.0 | -0.4
12 | CN(C)c1ccc(C(O)Cc2nc3ccccc3n2C)cc1 (centres undefined) | -9 | 95* | 0.0 | -9.0
5 | CCCN1C(=O)/C(=c2\sc3n(c2=O)C(c2ccc(OC(C)=O)cc2)C(C(=O)OCC)=C(C)N=3)c2ccccc21 (centres undefined) | 36 | 2 | 0.5 | -0.5

Other structures:
31) CCSc1ccccc1C(=O)Nc1nc2cc(C)c(C)cc2s1
32) CCC(C)Sc1nc2c(c(=O)[nH]1)C(c1ccc(OC)cc1)C1=C(CCCC1=O)N2 (centres undefined)
33) O=C(c1ccc(Cl)cc1Cl)N1CCN(c2ccc([N+](=O)[O-])cc2F)CC1
34) Cc1sc(NC(=O)c2ccco2)c(C(c2cccnc2)N2CCN(CCO)CC2)c1C (centres undefined)
35) COc1ccc(C(=O)CC(=O)C(=O)Nc2ccccc2Br)cc1
36) CCOC(=O)C1C(=O)CC(C)(O)C(C(=O)OCC)C1c1cccs1 (centres undefined)
37) O=C(Nc1nnc(Cc2ccccc2F)s1)c1ccccc1Cl
38) CC(=O)N1CCc2cc(Br)cc(S(=O)(=O)Nc3cccc(C(F)(F)F)c3)c21
39) CC(=O)C1=C(O)C(=O)N(CCN2C(=O)C(O)=C(C(C)=O)C2c2ccccc2)C1c1ccccc1 (centres undefined)
40) CCNc1cc(N2CCN(C(=O)c3cccc(Br)c3)CC2)ccc1[N+](=O)[O-]

screen / no.	31	32	33	34	35	36	37	38	39	40
MITF inh	35	10	-4	-4	11	7	11	-2	0	12
TEAD-YAP block	-32	4	5	22	-4	9	0	4	-3	-4
FBW7 activator	0.2	0.0	-0.2	-0.2	-0.2	0.2	0.5	0.0	0.0	0.4
GPR151 activ	-0.8	-0.2	-0.4	-1.3	1.2	0.6	0.7	-0.2	0.7	0.3

41) CCOC(=O)Cc1ccc(N(Cc2ccccc2Cl)S(=O)(=O)c2ccc(C(C)(C)C)cc2)cc1
42) Cc1ccc(CNCc2c(C(=O)O)n(Cc3ccc(F)cc3Cl)c3ccccc23)cc1
43) CCOC(=O)c1ccc(NC(=O)C2CC(=O)N(Cc3ccc(OC)cc3)C(=Nc3ccccc3)S2)cc1 (centres undefined)
44) O=C(Cn1c(=O)[nH]c2ccccc2c1=O)N1CCN(Cc2ccccc2)CC1
45) O=S(=O)(c1ccccc1C(F)(F)F)N1CCN(CC2CC=CCC2)CC1 (centres undefined)
46) CCCCc1nc(SCC(=O)Nc2ccccc2C(=O)OC)n[nH]1
47) O=C(CC1C(=O)NCCN1CC(c1ccccc1)c1ccccc1)NC1CC1 (centres undefined)
48) CCOC(=O)c1ccccc1NC(=O)N1CCSc2ccccc21
49) CC(=O)c1ccc(NC(=O)CCc2c(C)nc3c(c(C)nn3C(C)(C)C)c2C)cc1
50) CN1CCN(C(=S)NC(=O)c2ccccc2Cl)CC1

screen / no.	41	42	43	44	45	46	47	48	49	50
MITF inh	4	-6	3	-1	5	7	-9	-8	9	-6
TEAD-YAP block	4	-1	4	0	1	16	2	1	-10	-13
FBW7 activator	0.3	-0.1	0.2	0.1	0.4	-0.1	0.0	0.1	0.2	-0.1
GPR151 activ	-0.9	-1.0	1.3	-0.1	-0.9	1.4	-0.8	-0.1	-0.1	-0.8

(list continues)
Value order: MITF inh | TEAD-YAP block | FBW7 activator | GPR151 activ
51: O=C(Nc1ccc(F)cc1)C1CC(=O)N(CCc2ccccc2)C(=Nc2ccc(Cl)cc2)S1 (centres undefined)
 : 14 | 1 | 0.2 | 0.3
52: O=C(Nc1ccc(-c2nc3ccccc3[nH]2)cc1)c1cccc2c(Br)cccc12
 : 5 | -19 | -0.1 | 0.8
53: CCc1cccc(OCC(=O)Nc2ccc3c(c2)OCCO3)c1
 : 15 | -31 | 0.2 | -1.2
54: COC(=O)c1ccc(NC(=S)NNC(=O)CC(C)C)cc1
 : 16 | -6 | 0.9 | 0.8
55: CCOc1ccc2c(=O)c(-c3nc4ccccc4s3)coc2c1
 : -1 | 26 | 0.0 | 1.2
56: COc1ccc(/C=C2\Nc3ccccc3C2=O)cc1OC
 : 23 | 5 | 0.1 | -1.2
57: O=C(NNC(=O)c1cc(Br)ccc1O)Nc1ccccc1C(F)(F)F
 : -1 | 0 | -0.3 | -2.1
58: NC(=O)c1c(NC(=O)CNCCc2ccccc2)sc2c1CCCC2
 : 3 | 5 | -0.1 | 0.4
59: COc1cccc(-c2nc(CS(=O)(=O)CC(=O)Nc3ccc(Cl)cc3)c(C)o2)c1
 : 1 | -1 | 0.2 | 3.5
60: CCN(CC)S(=O)(=O)c1ccc(Cl)c(C(=O)Nc2ccc(C(C)=O)cc2)c1
 : 9 | 7 | 0.0 | 0.8
61: Cc1ccc(N2C(=O)c3cccc4c(N5CCCCCC5)ccc(c34)C2=O)c2cccnc12
 : 5 | 8 | 0.2 | -0.7
62: O=C(CN1CCN(c2ccccc2)CC1)Nc1c2c(nc3c1CCC3)CCCC2
 : 2 | -6 | 0.2 | -0.1
63: COC(=O)c1cc(NC(=O)CSc2nc3[nH]ncc3c(=O)n2-c2ccccc2C)cc(C(=O)OC)c1
 : -1 | -3 | 0.1 | 0.2
64: O=C(Nc1nc(-c2ccc(F)cc2)cs1)C(F)(F)F
 : 13 | -15 | 0.0 | -0.6
65: CCOC(=O)c1oc2ccccc2c1NC(=O)Cc1ccc(OC)cc1
 : -7 | -8 | 0.4 | -0.4
66: NS(=O)(=O)c1ccc(CNC(=O)NC2(c3ccccc3)CC2)cc1
 : 10 | -1 | 0.2 | -0.3
67: CC(C)CC(C(=O)Nc1ccc(Br)cc1)N1C(=O)c2ccccc2C1=O (centres undefined)
 : -3 | 4 | 0.0 | -0.4
68: CCOc1ccc2nc(NCCCNC(=O)C34CC5CC(CC(C5)C3)C4)c(C#N)cc2c1
 : 16 | -13 | 0.8 | -0.8
69: CCOc1ccccc1C(=O)Nc1ccc([N+](=O)[O-])cc1OC
 : 17 | 7 | -0.1 | -2.4
70: CCOC(=O)CC(=O)CSc1nc2sc(C(=O)OCC)c(C)c2c(=O)n1CCc1ccccc1
 : 10 | -4 | 0.2 | -0.4
71: O=C(NCCCN1CCCC1=O)c1cnc(Nc2ccccn2)s1
 : 2 | -15 | 0.2 | 1.9
72: NS(=O)(=O)c1ccc(NC(=O)COC(=O)CN2C(=O)C3CC=CCC3C2=O)cc1 (centres undefined)
 : -6 | -3 | 0.0 | -0.2
73: Cn1c(Nc2ccc(Br)cc2)cc(=O)n(C)c1=O
 : -5 | 4 | 0.0 | 1.8
74: CCCc1cc(=O)[nH]c(SCC(=O)N(C(C)C)C(C)C)n1
 : 9 | -5 | 0.1 | -0.4
75: Cn1c(CSc2ncccn2)nnc1SCC(=O)N1CCCCC1
 : 11 | 11 | -0.2 | 1.1
76: CNC(=O)c1ccccc1NC(=O)c1cccc(S(=O)(=O)N2CCOCC2)c1
 : 7 | -1 | 0.1 | -1.7
77: CCOC(=O)/C=C1/N(C)c2ccccc2C1(C)C
 : -8 | 7 | 0.0 | 0.4
78: O=c1nc2n(c3ccc(Cl)cc13)CC(O)=C2c1nc2ccccc2[nH]1
 : 0 | 2 | -0.1 | 3.8
79: Cc1cccc(-n2nnc(C(=O)Nc3ccccc3)c2N)c1
 : -4 | -44 | 0.1 | -1.3
80: O=C(NCCc1ccccc1)c1cc(=O)c2ccccc2o1
 : 8 | -10 | 0.1 | 4.0
81: O=C(/C=C/c1ccc[nH]1)c1ccc(I)cc1
 : -5 | -62 | -0.2 | 0.6
82: CN=c1scc(-c2cccs2)n1/N=C/c1ccc(O)c(O)c1O
 : 32 | 71* | -0.7 | -2.6
83: COc1ccccc1N1C(=O)c2ccc3c4c(ccc(c24)C1=O)CC3
 : 6 | 5 | -0.1 | 2.9
84: O=C(CCc1ccc2c(c1)OCO2)N1CCC2(CC1)OCc1cc(Cl)ccc1O2
 : 1 | 0 | 0.2 | 0.7
85: CCCCCCNc1cc(C)oc(=O)c1C(C)=O
 : -4 | -3 | 0.1 | 0.4
86: Cc1cccc(OCC(=O)Nc2ccc(OC(C)C)cc2)c1
 : 21 | -4 | 0.0 | 0.8
87: CCOC(=O)c1ccc(NC(=S)N(Cc2cccnc2)Cc2ccccc2Cl)cc1
 : 3 | -6 | -0.1 | 0.6
88: O=C(NCCOc1ccccc1F)c1cc(F)c(F)cc1Cl
 : 12 | 14 | 0.1 | -1.7
89: CCCCC(=O)Nc1cnc(NC(=O)c2cccs2)cc1C
 : 5 | -40 | 0.1 | -3.2
90: COc1ccc(S(=O)(=O)CCC(=O)O)cc1
 : 17 | 1 | 0.8 | 0.4

Not a hit list; overall some 3.4% were active at least once.
